High-throughput results as filed in PubChem.
aSyn 5UTR inh: 5' untranslated region of α-synuclein, MLPCN primary screen; alpha-synuclein 5'UTR reporter, inhibitor activity; inhibition, % (tested at 7.5 µM); 300,000 tested, 0.82% active; AID 1813; in the data active = inhibition above about 60%;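 note: H4 neuroglioblastoma cells stably carrying SNCA 5'UTR luciferase fusion; 0% = DMSO wells and 100% = positive control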
GSK3A inh: blocks human GSK-3 alpha kinase | ADP-Glo luminescence, 60 min | inhibition, % at 10 µM | 320,000 tested, 0.1% active;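 in the data active = inhibition above about 50%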;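 note: GST-tagged GSK-3 alpha with peptide substrate and 25 µM ATP; 0% = DMSO neutral wells and 100% = GW8510 positive control wells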
Target sequence (P49840 whole entry, looked up): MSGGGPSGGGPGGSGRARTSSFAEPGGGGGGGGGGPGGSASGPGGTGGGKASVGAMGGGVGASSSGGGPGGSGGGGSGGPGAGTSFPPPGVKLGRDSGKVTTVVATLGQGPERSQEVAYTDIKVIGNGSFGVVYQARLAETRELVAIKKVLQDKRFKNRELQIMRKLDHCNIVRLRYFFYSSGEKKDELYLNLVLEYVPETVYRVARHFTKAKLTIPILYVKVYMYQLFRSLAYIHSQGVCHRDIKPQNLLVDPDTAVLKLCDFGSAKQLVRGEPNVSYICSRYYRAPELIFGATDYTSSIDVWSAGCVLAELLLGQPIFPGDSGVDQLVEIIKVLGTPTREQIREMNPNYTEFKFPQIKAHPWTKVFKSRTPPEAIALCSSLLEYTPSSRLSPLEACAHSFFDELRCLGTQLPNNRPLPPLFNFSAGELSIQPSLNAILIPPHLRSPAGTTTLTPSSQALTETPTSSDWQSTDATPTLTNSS
GSK3beta inhib: blocks human GSK3beta kinase activity | P49841 | GST-GSK3beta kinase, ADP-Glo luminescence, 60 min; active compounds read low | activity score (negative = inhibition), % at 10 µM | 300,000 tested, 0.038% active;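 active = more than half of replicate wells score below -50%, meaning over 50% inhibition versus plate controls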;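 note: 0% = median DMSO wells and -100% = median GW8510 positive control wells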
Target sequence (P49841 whole entry, looked up): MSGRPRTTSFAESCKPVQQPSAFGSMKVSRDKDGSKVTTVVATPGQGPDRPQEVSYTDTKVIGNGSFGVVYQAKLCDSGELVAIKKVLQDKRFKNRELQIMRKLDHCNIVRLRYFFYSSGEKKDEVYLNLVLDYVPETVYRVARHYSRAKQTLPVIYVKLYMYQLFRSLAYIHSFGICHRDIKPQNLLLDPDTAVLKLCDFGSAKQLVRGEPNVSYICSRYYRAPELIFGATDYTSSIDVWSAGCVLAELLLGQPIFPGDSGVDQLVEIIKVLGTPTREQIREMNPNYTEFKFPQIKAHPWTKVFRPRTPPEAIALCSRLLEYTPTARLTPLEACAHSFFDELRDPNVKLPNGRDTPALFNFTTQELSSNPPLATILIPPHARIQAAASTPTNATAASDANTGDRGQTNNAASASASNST
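Test system: GST-fused GSK3beta enzyme, cell-free | Quantity: 1.6 ng GST-GSK3beta enzyme per well | Reagent: 25 µM ATP with peptide substrate | Schedule: 60 min enzyme reaction, room temperature | Signal: Luminescent ADP-Glo measurement of ADP formed | Read-out basis: Score relative to plate controls | Control set: DMSO and 20 µM GW8510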
KLF5 inh: inhibitors of KLF5 expression; AID 1700; 290,000 tested, 0.23% active; DLD-1 KLF5 promoter-luciferase reporter, luminescence; inhibition, % at 5 µM;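 active = inhibition above a per-plate limit of that plate's mean compound inhibition plus 3 SD, cut at about 60% in these data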;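 note: 0% = DMSO wells and 100% = LY294002 at 200 µM; higher means less KLF5 promoter-driven luciferase light; inactives centre near -14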
HSF1 inhib: HSF1 inhibition; 300,000 tested, 0.77% active; activity change, negative = inhibition, % at 7.5 µM (by protocol); AID 2098; NIH3T3-HGL HSE-luciferase, MG132-induced, luminescence 8 h; active compounds read low;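 active = more than half of replicate wells show activity change below -50%, luminescence cut by over half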;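 note: luciferase reports HSF-1 transcriptional activity via heat shock element; 0% = median of DMSO wells and -100% = zero luminescence signal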
IEC-6 tox: IEC-6 cytotoxicity, counter-screen for KLF5 inhibitors. 290,000 tested, 0.78% active. luminescence viability. inhibition, % at 5 µM; in the data active = inhibition above about 22%;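 note: 0% = plate median of test compound wells and 100% = cytotoxic reference compound wells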
HSP90 inh: HSP90 refolding inhibition in rabbit reticulocyte lysate; AID 1789; inhibition, % at 5.6 µM; 290,000 tested, 0.91% active; luciferase refolding luminescence, 3 h;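 active = inhibition above the screen-wide mean plus 3 SD, computed separately per campaign, cut at about 16% in these data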;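 note: 0% = DMSO wells and 100% = 60 µM geldanamycin wells; inhibitors lower the luminescence because luciferase stays unfolded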
HIF act: HIF pathway transcriptional activation; activation, % at 7.5 µM (by protocol); 300,000 tested, 0.32% active; U2OS HRE-luciferase reporter, luminescence; normalized: DMSO 0%, desferrioxamine 100%;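 active = mean activation of at least 10% of the iron chelator positive control signal, with at least half of replicates also reaching 10%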
AI-2 QS mod: Vibrio harveyi AI-2 quorum sensing modulation. Vibrio harveyi JMH597 AI-2 luminescence/OD600 ratio, 9 h; active compounds read low; strain lacks LuxN and CqsS sensors; 0 = neutral-control median. activity change, % at 7.5 µM. 300,000 tested, 0.4% active; in the data active = activity change below about -75%, passing the limit was not always enough;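 note: luminescence divided by OD600 gain over 9 h not by final OD600 alone; inactives centre near 13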
HSF-1 act: increases HSF-1 driven luciferase reporter signal | activation, % at 9 µM | NIH3T3-HGL HSF-1 luciferase reporter, MG132, 8 h; 100% = twice DMSO control signal | AID 504408 | 300,000 tested, 1.7% active;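 active = mean replicate activation of at least 50% with a set share of replicates each reaching 50%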;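 note: 0% = median of the neutral control wells and 100% = twice that signal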
* = called active by the depositor; . = no result given.

SMILES	aSyn 5UTR inh	GSK3A inh	GSK3beta inhib	KLF5 inh	HSF1 inhib	IEC-6 tox	HSP90 inh	HIF act	AI-2 QS mod	HSF-1 act
Cc1ccc(C(=O)OCC(=O)N2CCC(Cc3ccccc3)CC2)cc1N	12	-1	-5	-17	-3	0	1	0.3	29	18
Cc1ccc(NC(=O)Cn2c(O)c(N=NC(=O)c3ccncc3)c3ccccc32)cc1	19	1	2	0	-5	-10	-5	0.0	27	1
O=C(/C=C/NCc1cccnc1)c1ccc(Br)cc1	-66	-3	1	.	8	.	.	0.4	13	13
COc1ccccc1NC(=O)CC12CC3CC(CC(Br)(C3)C1)C2	12	-1	2	-40	-9	-4	-4	-0.7	12	6
CCC(=O)N(Cc1ccco1)c1nc(-c2ccc(OC)cc2)cs1	-61	-2	2	-34	3	1	-1	0.8	6	6
Cc1cnc(C(=O)OCC(=O)NC(=O)c2ccccc2)cn1	3	-1	2	.	-4	.	.	-0.3	5	-3
Nc1cnc(Nc2ccc(Br)cc2)nc1N	-106	1	1	-69	1	3	-1	0.5	-16	16
CCCCN(C)C(=S)Nc1ccc(Oc2ccccc2)cc1	-13	0	1	0	-3	2	0	1.8	-20	13
COc1ccc(OC)c(NC(=O)c2oc3ccccc3c2NC(=O)C2CC2)c1	-8	1	-2	-25	1	-9	1	0.1	11	13
COC(=O)C1(c2ccccc2)NC(c2cccs2)C2C(=O)N(c3ccccc3)C(=O)C21 (centres undefined)	-8	-2	-11	-13	-5	6	-3	0.0	6	-23
COc1ccc(NC(=O)c2c(-c3c(Cl)cccc3Cl)noc2C)c(OC)c1	9	-1	-2	11	10	12	-2	0.0	1	8
O=C(CNC(=O)c1ccccc1F)N/N=C/c1ccc2c(c1)OCO2	-98	-2	2	-38	4	0	-1	1.0	-38	3

Given in CSV form: part of the list above.
Molecule,aSyn 5UTR inh,GSK3A inh,GSK3beta inhib,KLF5 inh,HSF1 inhib,IEC-6 tox,HSP90 inh,HIF act,AI-2 QS mod,HSF-1 act
CCC(=O)N(Cc1ccco1)c1nc(-c2ccc(OC)cc2)cs1,-61,-2,2,-34,3,1,-1,0.8,6,6
Cc1cnc(C(=O)OCC(=O)NC(=O)c2ccccc2)cn1,3,-1,2,.,-4,.,.,-0.3,5,-3

Continued:
SMILES	aSyn 5UTR inh	GSK3A inh	GSK3beta inhib	KLF5 inh	HSF1 inhib	IEC-6 tox	HSP90 inh	HIF act	AI-2 QS mod	HSF-1 act
COC(=O)C12CC3CC(C1)CC(n1cnc(Cl)n1)(C3)C2	14	-4	0	25	-1	4	2	0.8	6	14
CC1CCN(S(=O)(=O)N2CCC(C(=O)NC3CCCC3)CC2)CC1	-97	-1	-1	-26	16	-7	-3	2.0	25	34
COc1ccc2[nH]c(C(=O)NCc3ccccc3)cc2c1	-23	-1	2	-22	-1	4	3	-0.1	-34	9
C=Cc1ccc(CN2CCCN(Cc3ccc(Cl)cc3)S2(=O)=O)cc1	-2	-6	0	17	7	-2	5	-0.2	6	12
CCCn1nnc(NC(=O)c2ccco2)n1	-6	0	-1	-22	3	1	0	-0.2	14	4
CN(C)S(=O)(=O)c1cccc(C(=O)NCc2ccco2)c1	16	-2	1	-19	-6	0	2	0.2	30	3
CCOC(=O)C1=C(O)/C(=C/c2ccc(OCC(=O)Nc3ccc(C)cc3)cc2)N=C1C	-7	0	4	3	-2	3	-2	0.2	26	7
Cc1cnn(C(=S)NCC2CCCO2)c1 (centres undefined)	-1	.	3	-9	-1	0	0	0.2	30	9
COc1ccc(/C=N/NC(=O)CSc2ccccn2)cc1OC	-4	0	2	-21	3	-8	0	4.2	20	-8
Nc1cc(Cl)ccc1N1C(=O)CCC1=O	7	-2	1	-14	3	4	3	-21	2	43
Cc1ccc(S(=O)(=O)NCCNC(=O)c2cc(OCC(F)(F)F)ccc2OCC(F)(F)F)cc1	0	1	1	-19	1	5	4	-0.1	-12	8
O=C(Cc1ccc(Br)cc1)Nc1cccc(Cl)c1	22	-1	1	-15	14	5	3	0.2	-82*	22
CNC(=O)CSc1nc2cccnc2n1-c1ccc(F)cc1	53	-1	6	-20	-10	5	0	0.1	0	-11
CCOC(=O)CC(=O)CSc1nc2nc(C)cc(C)n2n1	-5	-1	2	-13	-7	-5	0	0.0	11	-6
CCOc1cc(/C=C2\SC(=Nc3ccccc3)N(c3ccccc3)C2=O)ccc1OCC(=O)O	-7	-4	3	-11	6	-3	-1	-0.2	44	26
CCCn1c(SCC(=O)NCC2CCCO2)nc2c1c(=O)n(C)c(=O)n2C (centres undefined)	4	4	-1	0	-8	0	0	-0.1	9	2
N[C@@H](Cc1ccccc1)c1nnc(SCc2ccccc2F)o1	-24	-2	0	-10	19	-8	-1	0.9	-8	18
Cn1c(SCC(=O)NCCN2C(=O)CSC2=O)nc2ccccc2c1=O	3	0	4	-2	-8	-2	-2	-0.3	15	-6
COc1ccc(Cc2nc3ccccc3n2CC(=O)N/N=C/c2ccc(O)cc2)cc1OC	12	9	0	-8	-3	0	4	0.3	4	-12
O=C(NC1CCCC1)c1c[nH]c2ccc(F)cc2c1=O	-4	-4	3	-19	0	-6	-2	0.7	54	-9
Cn1nnc(NC(=S)NC(=O)c2cccs2)n1	-17	-5	-3	-10	-2	-5	3	-0.1	29	8
Cc1c(N)cc(C(=O)N2CCOCC2)cc1[N+](=O)[O-]	17	-2	-1	-19	.	-8	0	.	27	.
CCOC(=O)Cc1csc(NS(=O)(=O)c2ccc(Br)cc2)n1	21	-4	3	14	3	-1	-3	0.0	5	-6
Cc1ccc(-n2cc(-c3ccccc3)[nH]c2=O)cc1F	.	-5	-1	-65	.	-2	2	.	-10	.

By substructure: the compounds so far containing a Cl atom (five)
SMILES	aSyn 5UTR inh	GSK3A inh	GSK3beta inhib	KLF5 inh	HSF1 inhib	IEC-6 tox	HSP90 inh	HIF act	AI-2 QS mod	HSF-1 act
COc1ccc(NC(=O)c2c(-c3c(Cl)cccc3Cl)noc2C)c(OC)c1	9	-1	-2	11	10	12	-2	0.0	1	8
COC(=O)C12CC3CC(C1)CC(n1cnc(Cl)n1)(C3)C2	14	-4	0	25	-1	4	2	0.8	6	14
C=Cc1ccc(CN2CCCN(Cc3ccc(Cl)cc3)S2(=O)=O)cc1	-2	-6	0	17	7	-2	5	-0.2	6	12
Nc1cc(Cl)ccc1N1C(=O)CCC1=O	7	-2	1	-14	3	4	3	-21	2	43
O=C(Cc1ccc(Br)cc1)Nc1cccc(Cl)c1	22	-1	1	-15	14	5	3	0.2	-82*	22

New compounds follow:
SMILES	aSyn 5UTR inh	GSK3A inh	GSK3beta inhib	KLF5 inh	HSF1 inhib	IEC-6 tox	HSP90 inh	HIF act	AI-2 QS mod	HSF-1 act
Cc1cc(C)cc(-n2ncc3c2CCCC3NC(=O)CCN2CCCC2=O)c1 (centres undefined)	-3	-3	4	-26	3	-9	-6	-0.6	19	6
COc1cc(C=O)ccc1OCc1cccc(Br)c1	-152	2	4	-112	24	-2	-4	1.8	8	63*
COc1ccc(CCn2cnc(=O)c(C#N)c2C)cc1OC	5	1	2	-30	4	1	0	-0.1	10	-10
CC(C)(C)C(C(=O)O)N1CCS(=O)(=O)CC1 (centres undefined)	-33	-1	1	-31	1	-7	4	0.1	27	-19
Cc1nc(C(F)(F)F)c(C(=O)N=CN(C)C)s1	-4	1	-1	-13	-1	-4	0	0.5	7	-3
Cc1ccc(S(=O)(=O)CCC(=O)OC(C)C(=O)c2c(C)[nH]c3ccccc23)cc1 (centres undefined)	17	-1	-5	1	.	6	-5	.	11	.
O=S(=O)(c1ccccc1)N(Cc1nc(-c2ccccc2)no1)C1CCCCC1	5	-2	-4	-13	2	2	1	0.2	2	21
CSc1ccccc1-n1nnnc1SCC(=O)Nc1ccccc1C	-5	-3	1	-25	3	-2	3	-0.2	16	-1
Cn1cc([N+](=O)[O-])c(C(=O)NC2CCCC2)n1	2	.	4	1	-4	3	1	0.2	11	3
O=C(N/N=C/c1cccc(OC(=O)N2CCOCC2)c1)c1cccs1	-39	8	2	-18	10	4	0	1.5	14	23
Fc1ccc(/C=C\c2nccc3c2[nH]c2ccccc23)cc1	-139	-2	-3	-7	21	9	-1	0.0	21	44
COc1ccccc1OCC(O)Cn1c(=N)n(CCN2CCCCC2)c2ccccc21 (centres undefined)	-11	1	-3	8	-10	8	2	-0.4	10	-6

Arranged by molecular weight (low to high): some entries from above.
SMILES	aSyn 5UTR inh	GSK3A inh	GSK3beta inhib	KLF5 inh	HSF1 inhib	IEC-6 tox	HSP90 inh	HIF act	AI-2 QS mod	HSF-1 act
Cn1cc([N+](=O)[O-])c(C(=O)NC2CCCC2)n1	2	.	4	1	-4	3	1	0.2	11	3
Cc1nc(C(F)(F)F)c(C(=O)N=CN(C)C)s1	-4	1	-1	-13	-1	-4	0	0.5	7	-3
Fc1ccc(/C=C\c2nccc3c2[nH]c2ccccc23)cc1	-139	-2	-3	-7	21	9	-1	0.0	21	44
COc1ccc(CCn2cnc(=O)c(C#N)c2C)cc1OC	5	1	2	-30	4	1	0	-0.1	10	-10
COc1ccccc1OCC(O)Cn1c(=N)n(CCN2CCCCC2)c2ccccc21 (centres undefined)	-11	1	-3	8	-10	8	2	-0.4	10	-6

The listing continues.
SMILES	aSyn 5UTR inh	GSK3A inh	GSK3beta inhib	KLF5 inh	HSF1 inhib	IEC-6 tox	HSP90 inh	HIF act	AI-2 QS mod	HSF-1 act
CCOC(=O)c1c(S(=O)(=O)NCC(=O)NCc2ccccc2Cl)c(C)n(C)c1C	5	2	1	-3	-4	-4	-1	-0.5	14	5
CC(=O)C1=C(C)NC(C)=C(C(C)=O)C1c1ccccc1	-24	0	2	-7	0	4	-2	0.2	10	0
CCNS(=O)(=O)c1ccc(CCC(=O)NCc2ccc(C)cc2)cc1	3	-1	-22	-11	3	1	5	0.0	12	11
Cc1cc(Cn2nc(-c3ccccc3)cc2C(=O)NCc2cccc(C(F)(F)F)c2)on1	23	-3	2	.	13	.	.	-0.7	16	-11
CC(Oc1cccc(Cl)c1)C(=O)Nc1cc(S(=O)(=O)N2CCCCC2)ccc1N1CCOCC1 (centres undefined)	0	2	3	.	13	.	.	-0.4	14	3
COC(=O)CN1CCN(C(c2ccccc2)c2ccccc2)CC1	-8	-4	-3	-13	5	0	1	-0.5	17	23
CCOC(=O)CSc1nnc(-c2cccc(Br)c2)o1	17	0	-3	13	-9	-2	1	-0.1	39	-10
C=C(C)COc1ccc(-c2n[nH]c(C)c2-c2ccc(Br)cc2)c(O)c1	19	-1	1	6	1	0	-2	0.7	33	-7
COc1ccc(C(=O)n2nc(-c3ccc(OC)cc3)nc2N)cc1	27	-2	-1	-27	-4	-2	2	-0.4	-4	19
CCOc1cc(C)c(Cl)cc1S(=O)(=O)NCc1ccco1	11	0	-1	-25	1	2	2	-0.3	37	-1
CC(C)CC(NS(=O)(=O)c1ccc2c(c1)oc(=O)n2C)C(=O)NCc1cccnc1 (centres undefined)	-4	-1	2	-25	9	-3	3	-0.1	-2	5
